PGK inhibitor: blocks T. brucei phosphoglycerate kinase. P07378. PGK/GAPDH coupled, Kinase-Glo luminescence, 60 min. Potency, µM (highest dose often 57.5 µM), for the others: at the top dose activity change, negative = inhibition, hits mostly inhibitors. actives 0.043% (n = 380,000). AID 602233; note: potency is the fitted concentration of half-maximal effect; % is set by controls: 0 for no effect and ±100 for the full control effect; nearly all actives have a fitted effect of over 60% in size
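Recombinant glycosomal PGK reaction used 1,3-bisphosphoglycerate generated in-well by GAPDH (100nM final) in 100mM TEA pH 7.6, 5mM MgCl2, 0.01% Tween-20. After 60 minutes at room temperature, ATP was read by Kinase-Glo Plus luminescence end-point.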
POLI inh: inhibitors of human DNA polymerase iota; Q9UNA4; Pol iota fluorescent replication assay, 10 min; actives 1% (n = 390,000); Potency, µM (series often up to 115 µM), for the others: top-dose activity, negative = inhibition, actives largely listed as inhibitors; AID 588590; note: potency is the fitted concentration of half-maximal effect
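Fluorescent replication assay read twice, at 0 min and 10 min after adding 50 nM (final) substrate. Enzyme (10 nM) and compounds were first incubated 15 min at room temperature; enzyme-free buffer wells were negative controls.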
Pol beta inh: DNA polymerase beta (human) inhibition; P06746; Pol beta primer extension/strand displacement, fluorescence kinetic; Potency, µM (titrated, usually from 114 µM), for the others: at the top dose activity change, negative = inhibition, actives largely listed as inhibitors; actives 1.3% (n = 340,000); AID 485314; note: potency is the fitted concentration of half-maximal effect; % is set by controls: 0 for no effect and ±100 for the full control effect
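Curves were derived by four-parameter Hill fits of normalized qHTS data. The kinetic fluorescent primer-extension read was taken at 0 and 10 min after 50 nM substrate, following a 15 min room-temperature preincubation of 10 nM enzyme with compounds.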
POLH inh: inhibitors of human DNA polymerase eta; actives 1.2% (n = 390,000); Q9Y253; Potency, µM (doses to about 114 µM), for the others: at the highest dose activity change, negative = inhibition, usual class: inhibitors; recombinant Pol eta, fluorescent DNA replication assay; note: potency is the fitted concentration of half-maximal effect; % is set by controls: 0 for no effect and ±100 for the full control effect
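Pol eta at 10 nM preincubated with compounds 15 min at room temperature; reaction started with fluorescent substrate (50 nM final) and read kinetically at 0 and 10 min.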
Pol kappa inh: blocks human DNA polymerase kappa activity | actives 0.53% (n = 400,000) | AID 588579 | Potency, µM (highest dose often 107 µM), inactives show at the top dose activity, negative = inhibition, hits mostly inhibitors | purified Pol kappa, fluorescent DNA synthesis assay, 10 min; note: potency is the fitted concentration of half-maximal effect; % is set by controls: 0 for no effect and ±100 for the full control effect
Target sequence (Q9UBT6 whole entry, looked up): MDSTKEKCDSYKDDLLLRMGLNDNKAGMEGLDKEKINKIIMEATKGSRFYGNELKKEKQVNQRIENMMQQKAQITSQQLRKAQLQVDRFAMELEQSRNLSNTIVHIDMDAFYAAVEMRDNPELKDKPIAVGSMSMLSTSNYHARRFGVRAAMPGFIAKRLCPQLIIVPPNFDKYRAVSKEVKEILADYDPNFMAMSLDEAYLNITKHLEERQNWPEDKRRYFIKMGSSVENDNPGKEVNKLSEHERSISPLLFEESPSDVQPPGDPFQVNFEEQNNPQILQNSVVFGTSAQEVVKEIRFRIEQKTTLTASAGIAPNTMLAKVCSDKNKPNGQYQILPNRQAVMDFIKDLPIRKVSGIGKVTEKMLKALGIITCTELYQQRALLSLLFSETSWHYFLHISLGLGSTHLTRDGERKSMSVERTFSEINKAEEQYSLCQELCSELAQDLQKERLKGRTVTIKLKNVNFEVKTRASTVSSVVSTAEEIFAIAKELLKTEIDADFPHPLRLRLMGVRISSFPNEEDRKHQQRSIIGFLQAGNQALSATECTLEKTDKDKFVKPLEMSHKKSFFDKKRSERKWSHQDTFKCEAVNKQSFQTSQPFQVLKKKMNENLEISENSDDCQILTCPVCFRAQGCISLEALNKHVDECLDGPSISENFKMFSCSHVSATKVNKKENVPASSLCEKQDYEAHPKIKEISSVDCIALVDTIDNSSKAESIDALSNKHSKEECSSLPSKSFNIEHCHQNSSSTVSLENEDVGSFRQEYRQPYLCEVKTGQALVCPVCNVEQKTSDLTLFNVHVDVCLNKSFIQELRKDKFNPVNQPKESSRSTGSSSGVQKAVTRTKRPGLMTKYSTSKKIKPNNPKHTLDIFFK
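Enzyme at 10 nM met test compounds for 15 min at room temperature. Substrate addition (50 nM final) began the reaction, which was monitored by fluorescence at 0 and 10 min.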
APEX1 inh: inhibitors of human APE1 endonuclease; P27695; AID 2517; recombinant APE1, TAMRA/BHQ-2 abasic DNA cleavage fluorescence; Potency, µM (titrated, usually from 65.8 µM), for the others: at the highest dose activity change, negative = inhibition, hits mostly inhibitors; actives 0.35% (n = 350,000);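 note: potency is the fitted concentration of half-maximal effect; plate controls were vehicle for no effect and reference inhibitor for full effect; nearly all actives have a fitted effect of over 55% in size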
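0.75 nM APE1 + cpd, 15 min RT; start w/ 50 nM TAMRA/BHQ-2 THF-abasic dsDNA; kinetic fluor 525/598 nm ×3 reads @60 s; Δ(read3−read1); normalized to DMSO and NSC13755 control wells.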
Anesthetic bind: candidate novel general anesthetic via apoferritin binding. apoferritin/1-aminoanthracene competitive binding, fluorescence. AID 485281. P02791. Potency, µM (highest dose often 77.5 µM), for the others: at the highest dose activity change, negative = displacement, usual class: inhibitors. actives 0.074% (n = 350,000); note: potency is the fitted concentration of half-maximal effect; % is set by controls: 0 for no effect and ±100 for the full control effect; nearly all actives have a fitted effect of over 20% in size
Target sequence (P02791 2-175 limits assumed): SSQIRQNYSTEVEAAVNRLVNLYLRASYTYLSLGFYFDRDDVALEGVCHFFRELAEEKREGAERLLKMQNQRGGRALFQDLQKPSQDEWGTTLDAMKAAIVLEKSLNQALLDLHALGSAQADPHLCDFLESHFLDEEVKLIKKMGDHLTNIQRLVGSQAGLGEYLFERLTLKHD
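Horse-spleen apoferritin (10 uM) was mixed with 50% saturated 1-aminoanthracene in PBS, exposed to compounds for 10 min at room temperature, and read for fluorescence (ex 380 nm, em 535 nm). Competitive displacement was fitted with a four-parameter Hill equation.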
RXFP1 antagonist: antagonists of human relaxin receptor RXFP1; Q9HBX9; HEK293-RXFP1, relaxin-stimulated cAMP HTRF, 30 min; stronger effect = lower value; activity change, negative = inhibition, % at 57.5 µM; actives 0.59% (n = 350,000);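 active = activity change of -60% or lower, but not beyond a set lower limit; inconclusive = change between -60% and -40%, or beyond the set limit; inactive = change above -40%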; note: % is set by controls: 0 for no effect and ±100 for the full control effect
BLM helicase inh: Bloom syndrome helicase (human) inhibition; recombinant BLM DNA unwinding, fluorescence dequenching; Potency, µM (series often up to 56.1 µM), inactives show at the highest dose activity change, negative = inhibition, most hits filed as inhibitors; actives 0.2% (n = 350,000);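 note: potency is the fitted concentration of half-maximal effect; plate controls were vehicle for no effect and no enzyme for full effect; nearly all actives have a fitted effect of over 35% in size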
* hit, by the source's call; i = inactive; ? = inconclusive; / = no result given; [ ] = remark or other dose. Unless noted, calls come from the whole dose curve; as a rule, active = well fitted curve in the direction sought with a large enough effect; inconclusive = small, poorly fitted or top-dose-only effect, or another doubt; inactive = no such curve, though single readings can be large; an effect the other way counts as inactive or inconclusive. The list is partial; the hit share may differ from the screen's.

SMILES	PGK inhibitor	POLI inh	Pol beta inh	POLH inh	Pol kappa inh	APEX1 inh	Anesthetic bind	RXFP1 antagonist	BLM helicase inh
O=C(CCN1C(=O)c2ccc([N+](=O)[O-])cc2C1=O)Nc1ccc(O)cc1C(=O)O	-2%	48%[activator]	33%	-3%	-5%	-2%	-1%	-6	-1%
O=C(O)c1ccccc1N=Nc1c(O)[nH]c2ccc([N+](=O)[O-])cc12	-12%	?	50µM*	22µM*	-42%	?	-3%	-4	?
O=C(NCCC(=O)N1CCN(C(=O)c2ccco2)CC1)c1ccc(Br)cc1	i	2%	/	-18%	0%	65%[activator]	/	-6	/
Oc1ccc(-c2nc3ccccc3nc2-c2ccccc2)cc1	-3%	4%	4%	-14%	-14%	31%	1%	-6	-11%
CCCCn1c(N)c(N(CC(C)C)C(=O)c2ccc(C)o2)c(=O)[nH]c1=O	-9%	40%[activator]	/	-16%	-10%	-15%	/	13	/
CCOc1ccc(CN2CCNC(=O)C2CC(=O)NCCCOc2cccnc2)cc1 (stereo not given)	-9%	1%	-17%	-11%	-14%	17%	-13%	-18	1%
O=[N+]([O-])c1ccc(-c2ccn[nH]2)o1	-2%	26%	-10%	?	-21%	0%	-15%	-8	-1%
O=C(O)c1ccccc1C(=O)Nc1nc(-c2ccc3ccccc3c2)cs1	-4%	-25%	14%	-3%	-6%	-1%	-13%	-22	0%
COc1cc(C(CC(=O)N2CCOCC2)c2c(OC)cc(OC)c3ccc(=O)oc23)cc(OC)c1OC (stereo not given)	2%	-16%	-5%	0%	-1%	1%	-1%	/	0%
CCOC(=O)c1c(O)c2c(n(Cc3ccco3)c1=O)CCCC2	-2%	-5%	2%	-4%	-9%	1%	-19%	-18	-3%
O=C1NCCN1c1ccc(CN2CCN(C3CCCCC3)C(CCO)C2)cc1 (stereo not given)	-9%	58%[activator]	26%	6%	-4%	-1%	-5%	-7	-3%
O=S(=O)(c1ccccc1)N1CCC(O)(CSc2ccccc2)CC1	-3%	-6%	-5%	-1%	-15%	-8%	-14%	4	2%
CCN(CCNC(=O)c1ccc(CSc2nc3ccncc3[nH]2)cc1)c1ccccc1	-10%	21%	-15%	-17%	-2%	4%	?	/	-11%
COc1ccc(-c2nc(SCC(=O)Nc3ccc4c(c3)OCCO4)c(-c3ccc(F)cc3)[nH]2)cc1OC	-4%	/	3%	-24%	45%[activator]	/	3%	-10	-1%
Cc1nn2c(=O)cc(COC(=O)COc3ccc(F)cc3)nc2s1	6%	11%	0%	-16%	0%	/	-10%	/	-3%
Cc1c(/C=C/C(=O)c2cccs2)cnn1C	2%	16%	20%	0%	-13%	1%	0%	7	-2%
C=CCC(NC(=O)c1ccc(C#N)cc1)C(=O)NCCC (stereo not given)	3%	-7%	/	-9%	-9%	-1%	/	/	/
CC1CC(C)CN(C(=O)COC(=O)Cc2ccc(Cl)cc2)C1 (stereo not given)	1%	178%[activator]	7%	-2%	-12%	-4%	?	-11	1%
COc1ccc(CN2CCNC(=O)C2CC(=O)NCCc2cnccn2)cc1C (stereo not given)	-7%	17%	-10%	-13%	-22%	16%	-4%	4	2%
O=C(c1cccc2ccccc12)N1CCN(c2ccccc2F)CC1	-8%	-8%	13%	-15%	-9%	27%	?	-9	-8%
O=C(CSc1nnc(SCC(=O)c2ccco2)s1)c1ccco1	-16%	?	32µM*	16µM*	?	-13%	?	-8	?
O=S(=O)(c1cccs1)N1CCN(S(=O)(=O)c2cccs2)CC1	-8%	93%[activator]	-9%	-15%	-5%	-1%	-4%	-10	3%
CCOc1ccc(-c2cn3c(n2)sc2cc(C(=O)NCCc4ccc(OC)c(OC)c4)ccc23)cc1	-4%	-23%	-26%	-1%	-3%	/	-4%	-5	-1%
COc1cccc(-c2c(C(=O)N/N=C/c3ccc(C)o3)nnn2-c2nonc2N)c1	-2%	6%	-13%	0%	-9%	3%	-13%	-6	-4%
CCN(CC)S(=O)(=O)c1ccc(N2CCOCC2)c(NC(=O)C2CC2)c1	7%	14%	/	-5%	-4%	-5%	/	14	/
O=C(Nc1ccc(F)cc1F)c1c(C(F)(F)F)ccnc1Oc1ccc(Cl)cc1	7%	31%[activator]	29%	-2%	-4%	7%	-8%	-7	1%
NCc1cc2c3c(c1)CCCN3CCC2	0%	95%[activator]	48%	-13%	-13%	33%	-2%	12	-12%
COc1ccc(CNC(=O)C2CSC(=O)C2)cc1 (stereo not given)	-2%	4%	16%	-12%	2%	4%	-8%	-3	0%
CCOC(=O)c1ccc(NC2=CC(=O)C(=O)c3ccccc32)cc1	-4%	?	3%	35µM*	-6%	-4%	-14%	4	-14%
O=C(NCc1noc2ccccc12)N1CCN(c2ccccc2F)CC1	-6%	?	11%	-3%	-24%	/	-6%	-4	-3%
C/C(=N\NC(=S)NCc1ccccc1)c1ccc(C)o1	2%	22%	-24%	-9%	-11%	5%	-8%	8	?
COc1ccc(-n2nnc3c(=O)n(CC(=O)N4CCCC4)cnc32)cc1	i	12%	1%	-5%	0%	-3%	-10%	11	0%
CCCCCn1c(C)c2c(OCC)cccc(=O)c2c1C	i	?	1%	-26%	-18%	-8%	?	-3	-12%
Cc1cc(N2CCOCC2)nc(-c2ccc(Br)cc2)n1	-1%	34%[activator]	10%	-16%	-18%	-3%	-6%	-5	-3%
COc1ccc(OCC(O)CN2CCN(c3ncccn3)CC2)cc1 (stereo not given)	i	23%	7%	-3%	-3%	6%	8%	2	-2%
CCc1ccc(C(=O)COC(=O)CNC(=O)c2ccco2)cc1	5%	8%	12%	0%	-5%	2%	?	-4	-1%
O=C(O)c1cc(NCc2ccccc2C(F)(F)F)ccc1N1CCOCC1	-7%	2%	17%	-11%	0%	1%	-8%	-3	0%
CCN(CC)CCSc1nc2ccc(OC)cc2[nH]1	-2%	6%	18%	7%	-17%	18%	0%	1	-13%
O=C(NC1CCCC1)C1CCN(C(=O)Nc2cccc(Cl)c2)CC1	8%	2%	4%	-11%	-6%	-2%	-14%	35	0%
Cc1nnc(SCC(=O)Nc2ccc3c(c2)OCO3)s1	3%	-18%	-2%	0%	-12%	-12%	5%	1	-4%
CC(C)(C)CC(=O)Nc1nnc(SCC(=O)NC2CCCC2)s1	-10%	39%[activator]	6%	-19%	-5%	72%[activator]	-9%	-2	-2%
CN1CCN(C(=O)c2ccc(-c3cccs3)s2)CC1	-2%	14%	6%	-21%	3%	2%	-10%	3	2%
O=CN1CCN(C(=O)c2cc3cc(Cl)ccc3[nH]2)CC1	-8%	99%[activator]	2%	-19%	-5%	21%	-7%	1	-8%
COc1ccc(CNC(=O)c2cnc3sc(N4CCCC4)nn3c2=O)c(OC)c1	-7%	-13%	3%	-16%	0%	/	-7%	-3	-5%
CCOc1ccc(OCC)c(S(=O)(=O)NCc2ccccn2)c1	-4%	16%	10%	-12%	2%	18%	-4%	-24	1%

An excerpt from above in order of molar mass, smallest number first.
SMILES	PGK inhibitor	POLI inh	Pol beta inh	POLH inh	Pol kappa inh	APEX1 inh	Anesthetic bind	RXFP1 antagonist	BLM helicase inh
CCN(CC)CCSc1nc2ccc(OC)cc2[nH]1	-2%	6%	18%	7%	-17%	18%	0%	1	-13%
C/C(=N\NC(=S)NCc1ccccc1)c1ccc(C)o1	2%	22%	-24%	-9%	-11%	5%	-8%	8	?
CN1CCN(C(=O)c2ccc(-c3cccs3)s2)CC1	-2%	14%	6%	-21%	3%	2%	-10%	3	2%
Cc1nnc(SCC(=O)Nc2ccc3c(c2)OCO3)s1	3%	-18%	-2%	0%	-12%	-12%	5%	1	-4%
CCc1ccc(C(=O)COC(=O)CNC(=O)c2ccco2)cc1	5%	8%	12%	0%	-5%	2%	?	-4	-1%
Cc1cc(N2CCOCC2)nc(-c2ccc(Br)cc2)n1	-1%	34%[activator]	10%	-16%	-18%	-3%	-6%	-5	-3%
CCOc1ccc(OCC)c(S(=O)(=O)NCc2ccccn2)c1	-4%	16%	10%	-12%	2%	18%	-4%	-24	1%
COc1ccc(OCC(O)CN2CCN(c3ncccn3)CC2)cc1 (stereo not given)	i	23%	7%	-3%	-3%	6%	8%	2	-2%
O=C(NC1CCCC1)C1CCN(C(=O)Nc2cccc(Cl)c2)CC1	8%	2%	4%	-11%	-6%	-2%	-14%	35	0%
O=C(NCc1noc2ccccc12)N1CCN(c2ccccc2F)CC1	-6%	?	11%	-3%	-24%	/	-6%	-4	-3%
CC(C)(C)CC(=O)Nc1nnc(SCC(=O)NC2CCCC2)s1	-10%	39%[activator]	6%	-19%	-5%	72%[activator]	-9%	-2	-2%
O=C(O)c1cc(NCc2ccccc2C(F)(F)F)ccc1N1CCOCC1	-7%	2%	17%	-11%	0%	1%	-8%	-3	0%
COc1ccc(CNC(=O)c2cnc3sc(N4CCCC4)nn3c2=O)c(OC)c1	-7%	-13%	3%	-16%	0%	/	-7%	-3	-5%

Further records:
SMILES	PGK inhibitor	POLI inh	Pol beta inh	POLH inh	Pol kappa inh	APEX1 inh	Anesthetic bind	RXFP1 antagonist	BLM helicase inh
COc1cccc(CNC(=O)Cc2csc3ccccc23)c1OC	/	?	13%	/	-12%	/	6%	-2	-1%
COc1cccc(CNC(=O)C2CCN(S(=O)(=O)c3cccs3)CC2)c1	-1%	?	?	-7%	-9%	15%	-12%	-15	-2%
Cc1ccccc1OCC(=O)N(Cc1cccc(F)c1)C1CCS(=O)(=O)C1 (stereo not given)	-1%	0%	?	-17%	-7%	17%	-14%	-36	-1%
CCN(c1ccc(OC)cc1)S(=O)(=O)c1nnc(NC(=O)C2CCCCC2)s1	i	49%[activator]	18%	-22%	-3%	43%	-5%	13	-1%

Screening data as filed in PubChem BioAssay.
